yeast mlh1 rad18: NCI yeast anticancer drug screen, S. cerevisiae mlh1 rad18 strain | growth inhibition, % at 50 µM | actives 11% (n = 79,000);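 further: 0% = growth of vehicle-only cultures of the same strain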
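Genetically defined yeast (DNA repair-deficient) exposed to compounds; growth inhibition determined relative to vehicle.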
yeast rad50: NCI yeast anticancer drug screen, S. cerevisiae rad50 strain | growth inhibition, % at 50 µM | actives 10% (n = 79,000);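 further: 0% = growth of vehicle-only cultures of the same strain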
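Genetically altered yeast (DNA repair pathway); compound treatment; growth inhibition vs vehicle ctrl.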
yeast mec2-1: NCI yeast anticancer drug screen, S. cerevisiae mec2-1 strain | actives 9% (n = 79,000) | AID 157 | growth inhibition, % at 50 µM;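 further: 0% = growth of vehicle-only cultures of the same strain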
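Test agents were screened against the mec2-1 yeast strain, with defined DNA repair or cell cycle alteration. Growth was scored as inhibition against vehicle-only controls.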
sgs1 mgt1: NCI yeast anticancer drug screen, S. cerevisiae sgs1 mgt1 strain | growth inhibition, % at 50 µM | actives 10% (n = 78,000) | AID 161;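 further: 0% = growth of vehicle-only cultures of the same strain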
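Test agents were incubated with a DNA-repair-mutant yeast strain. Growth was then read and compared against vehicle-treated controls.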
yeast cln2 rad14: NCI yeast anticancer drug screen, S. cerevisiae cln2 rad14 strain; growth inhibition, % at 50 µM; actives 8.3% (n = 78,000); AID 165;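 further: 0% = growth of vehicle-only cultures of the same strain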
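Growth of compound-exposed yeast (cln2 rad14 genotype) measured and expressed as inhibition relative to vehicle.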
yeast bub3: NCI yeast anticancer drug screen, S. cerevisiae bub3 mutant strain. actives 9.9% (n = 78,000). % growth inhibition at 50 µM;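 further: 0% = growth of vehicle-only cultures of the same strain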
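Steps: expose the mutant yeast strain to compound; grow alongside vehicle-treated cultures; measure growth; express inhibition against the vehicle cultures.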
The depositor's hits bear a star; . = no result given. No stated cut-off is given here; in the data, active means growth inhibition above about 70%; inactive means the rest.

The first 2 entries as a preview:
Results follow in this order: yeast mec2-1 | yeast mlh1 rad18 | yeast rad50 | yeast bub3 | yeast cln2 rad14 | sgs1 mgt1
COC(=O)CCC(C)C1CCC2C3CCC4CC5CCC4(C)C3(O5)C(Br)C(Br)C12C (centres undefined)
  -48 | -5 | -12 | -26 | -33 | -32
Cc1ccc(C(=O)c2ccccc2Cc2cccc3ccccc23)c(C)c1
  7 | -14 | 4 | 13 | -14 | 1

This part in full, repeating the preview:
Results follow in this order: yeast mec2-1 | yeast mlh1 rad18 | yeast rad50 | yeast bub3 | yeast cln2 rad14 | sgs1 mgt1
COC(=O)CCC(C)C1CCC2C3CCC4CC5CCC4(C)C3(O5)C(Br)C(Br)C12C (centres undefined)
  -48 | -5 | -12 | -26 | -33 | -32
Cc1ccc(C(=O)c2ccccc2Cc2cccc3ccccc23)c(C)c1
  7 | -14 | 4 | 13 | -14 | 1
c1ccc(-c2cc3ccccn3c2)cc1
  -28 | -8 | -4 | -18 | -19 | -5
C=CC(=O)OCCOCCCC
  5 | 5 | 9 | -15 | -22 | -5
Cc1nc(-c2ccccc2)oc1-c1ccccc1
  -2 | -4 | 9 | 0 | 7 | -2
CC/C(Cl)=N\OC(=O)Nc1ccc(F)cc1F
  -12 | -26 | 2 | -6 | 7 | -4
O=C1NC(=O)/C(=C\c2cccc(O)c2)N1
  -14 | -6 | -21 | 19 | 11 | -20
ClC1C2c3ccccc3C1C1C2C2(c3ccccc3)OC1(c1ccccc1)c1ccccc12 (centres undefined)
  2 | 0 | 13 | -2 | -60 | -3
CCCCCOC(=O)OC(C)CNC(=O)C(C)OC(=O)OCCCCC (centres undefined)
  -34 | -29 | -17 | -10 | -61 | -12
CC(=O)CC1CC2CCC1C2 (centres undefined)
  -2 | 22 | -16 | -5 | 5 | -2
CCOC#CCCOCc1ccccc1
  -46 | -17 | -29 | -11 | -2 | -5
Cc1cc([N+](=O)[O-])c(Cl)cc1Cl
  25 | 6 | -23 | 12 | 26 | -9
CCSC(=O)C(F)(F)F
  -48 | -26 | -10 | -18 | -1 | -51
CCc1ccc(N=Nc2c(F)c(F)c(N)c(F)c2F)cc1
  -11 | 14 | 6 | 1 | 3 | 2
Cc1ccc(-c2cs/c(=N\N=C3/CSC(=O)N3Cc3ccccc3)n2-c2ccccc2)cc1
  23 | 40 | 41 | -3 | 0 | 12

The list goes on.
Results follow in this order: yeast mec2-1 | yeast mlh1 rad18 | yeast rad50 | yeast bub3 | yeast cln2 rad14 | sgs1 mgt1
N#CC(NC(=O)NCCCl)c1ccccc1 (centres undefined)
  -12 | 3 | -9 | 11 | -41 | -1
CCN(CCO)CC(O)Cn1cnc2c(N)ncnc21 (centres undefined) (tested in a mixture with another compound)
  26 | 17 | -11 | -2 | 31 | -12
O=C(O)CCSc1nc[nH]c1[N+](=O)[O-]
  -6 | -4 | 2 | -19 | -48 | -6
CCCCCCCCCCCCCCCCCCNc1ccn(C2OC(COP(=O)(O)OCCCCCCCCCCCCCCCC)C(O)C2O)c(=O)n1 (centres undefined)
  6 | -40 | 13 | 6 | 12 | 18
C=CCC(C(=O)O)c1ccccc1 (centres undefined)
  -12 | 2 | -11 | -15 | -30 | -5
OCCOc1ccc(OCCO)cc1
  -6 | -8 | -2 | 10 | -40 | -9
c1csc(-c2cc(-c3ccsc3)c(-c3cccs3)s2)c1
  -63 | -34 | -47 | -1 | 0 | -33
O=C(NC(=O)C(F)(F)F)Nc1ccc(F)c(Cl)c1
  1 | -7 | 1 | -11 | -32 | -27
O=C(NN1C(=O)C(Cl)C1c1ccc(O)cc1)c1ccccc1O (centres undefined)
  61 | 68 | 79* | 71* | 44 | 70
O=C1/C(=C/c2cccs2)CCc2ccccc21
  -12 | 32 | 21 | 10 | -16 | 6
COc1cc2c(c(OC)c1OC)-c1ccc(OC)c(=O)cc1C(NC(=S)Nc1ccccc1)CC2 (centres undefined)
  97* | 96* | 96* | 96* | 94* | 97*
O=C(O)c1ccccc1P(=O)(O)c1ccccc1
  -10 | -31 | -13 | -7 | 5 | -7
CC(C)CCOc1ccc(/C=C\C(=O)O)cc1
  81* | 75* | 61 | 71* | 94* | 30
CCOC(=O)C(Cl)(NC(=O)c1ccc(F)cc1)C(F)(F)F (centres undefined)
  7 | -18 | -6 | -13 | 7 | -18
O=C(Nc1cc(-c2ccccc2)nn1-c1ccccc1)c1ccc(Cl)cc1
  -20 | -10 | -16 | -29 | 15 | -18

Remaining list, next part.
Results follow in this order: yeast mec2-1 | yeast mlh1 rad18 | yeast rad50 | yeast bub3 | yeast cln2 rad14 | sgs1 mgt1
COc1cccc(/C(C=O)=C(\Cl)c2ccc(OC)c(OC)c2)c1
  10 | -8 | 10 | 34 | 7 | 12
Cc1nc2cc(F)c(F)cc2[nH]c1=O
  2 | -28 | 0 | 4 | -8 | 3
CN(C)c1ccc([O-])cc1.CN(C)c1ccc([O-])cc1.CN(C)c1ccc([O-])cc1.CN(C)c1ccc([O-])cc1.[Ti+4]
  -19 | -3 | 27 | 5 | 19 | 5
CCOC(=O)C1SC(=Nc2ccc(C)c(C)c2)N=C1C (centres undefined)
  -7 | 7 | -20 | 5 | 20 | -22
O=C1NC(=S)S/C1=C\c1ccncc1
  -7 | -19 | 12 | 0 | 1 | -10
Clc1ccc(SSc2ccc(Cl)cc2)cc1
  4 | 14 | 9 | 3 | 10 | 3
O=c1[nH]c(=O)n(C2OC(CO)C(O)C2O)cc1Oc1ccccc1 (centres undefined)
  3 | -14 | 8 | 0 | 12 | 4
COc1cc2cnc(-c3ccccc3)c(O)c2cc1OC
  -5 | -7 | 12 | 40 | 1 | 12
COC(=O)c1c(C(=O)Nc2ccc(Cl)cc2)c(C)n(NC(N)=O)c1C
  9 | 4 | -6 | 1 | -46 | 7
COc1ccc(CCNC2c3ccccc3C=Cc3ccccc32)cc1OC
  -15 | 4 | 22 | 0 | -23 | 5
O=C=Nc1cc(Cl)ccc1Cl
  22 | 29 | 38 | 8 | -24 | 17
COc1c(C)c(=O)n2c3ccccc3n(C)c2c1C#N
  10 | 15 | 20 | 1 | 9 | -18
CCN(CC)P(=O)(c1ccc2c(c1)OCCOCCOCCOCCO2)N(CC)CC
  23 | 37 | 29 | 34 | 23 | 22
COC(=O)C(N)C(C)C (centres undefined)
  9 | 0 | 14 | 5 | -7 | -10
CNCC(OC(C)C)c1ccc(O)c(O)c1 (centres undefined)
  -3 | 16 | -3 | -19 | -36 | 0

The list goes on; the last four above are carried over.
Results follow in this order: yeast mec2-1 | yeast mlh1 rad18 | yeast rad50 | yeast bub3 | yeast cln2 rad14 | sgs1 mgt1
COc1c(C)c(=O)n2c3ccccc3n(C)c2c1C#N
  10 | 15 | 20 | 1 | 9 | -18
CCN(CC)P(=O)(c1ccc2c(c1)OCCOCCOCCOCCO2)N(CC)CC
  23 | 37 | 29 | 34 | 23 | 22
COC(=O)C(N)C(C)C (centres undefined)
  9 | 0 | 14 | 5 | -7 | -10
CNCC(OC(C)C)c1ccc(O)c(O)c1 (centres undefined)
  -3 | 16 | -3 | -19 | -36 | 0
NC1CCC(C2CCC(N)CC2)CC1 (centres undefined)
  21 | -14 | 17 | -6 | -53 | 4
COC(=O)c1cc(Cl)ccc1OCC(=O)NCc1ccc(Cl)cc1
  -3 | 12 | 9 | -26 | -6 | 12
O=C(O)/C=C/C=C/c1ccc2c(c1)OCO2
  -3 | 24 | 28 | -29 | -26 | 15
O=C(O)C12CCC(CC1=O)C2 (centres undefined)
  4 | 14 | 6 | -2 | 14 | 11
CC(=O)Nc1ccc(S(=O)(=O)n2c(=O)oc3cc(Cl)ccc32)cc1
  -3 | 14 | 3 | 3 | -2 | 3
CN1C=c2c3c(ccc2=C2C=CC4C=C5OCOC5=CC4=C21)OCO3 (centres undefined)
  93* | 92* | 92* | 92* | 92* | 93*
C=CC(=O)N1C/C(=C\c2ccc(Cl)c(Cl)c2)C(=O)/C(=C/c2ccc(Cl)c(Cl)c2)C1
  8 | -4 | 56 | 13 | 34 | 7
NCCCNCCCCNCCCNCc1c2ccccc2c(CNCCCNCCCCNCCCN)c2ccccc12
  93* | 91* | 91* | 92* | 92* | 93*
Oc1cccc2c1CCCC2O (centres undefined)
  -16 | 9 | 5 | -2 | 11 | -8
NC(N)=NCCCc1ccccc1
  7 | -4 | 7 | 4 | 2 | 1
CC1=C(C(=O)OCCc2ccc([N+](=O)[O-])cc2)C(c2cccc([N+](=O)[O-])c2)C(C(=O)OC(C)C)=C(C)N1 (centres undefined)
  -7 | -31 | 0 | 16 | 0 | 13
C=Cc1c2ccccc2cc2c1ccc1ccccc12
  95* | 95* | 89* | 93* | 87* | 94*
CCCc1c(C)nc2scc(-c3ccccc3)n2c1=O
  16 | 34 | 39 | 39 | 37 | 55
O=C(/N=C1\N=Nc2nc(C(C(=O)c3ccc(F)cc3)c3nc4n(c3O)/C(=N/C(=O)Nc3ccc(Cl)cc3)N=N4)c(O)n21)Nc1ccc(Cl)cc1 (centres undefined)
  -9 | 36 | -20 | 5 | -21 | -1
CCC1(C)NC(C(=O)O)CS1 (centres undefined)
  0 | 7 | 15 | -19 | -44 | 10

Next structures follow:
Results follow in this order: yeast mec2-1 | yeast mlh1 rad18 | yeast rad50 | yeast bub3 | yeast cln2 rad14 | sgs1 mgt1
CN(C)CC1CC(O)C(CN(C)C)CC1O (centres undefined)
  -13 | -9 | -6 | -6 | -6 | -20
C=CCSc1nc2ccc(NC(C)=O)cc2s1
  10 | 17 | 43 | 20 | 19 | 8
O=C(O)c1nc2nc(Cl)c(Cl)nc2[nH]1
  -30 | 9 | -23 | -38 | 22 | -20
O=c1[nH]c(Nc2ccc(F)c(Cl)c2)nc2nc[nH]c12
  7 | -24 | 4 | 3 | -5 | 5
Nc1ccc(CC(=O)O)cc1S(=O)(=O)O
  -18 | 27 | 26 | 4 | 9 | 4
CCCCCCCC[C@]1(O)C[C@H]2[C@@H]3CCc4cc(OC)ccc4[C@H]3CC[C@]2(C)[C@H]1O
  -11 | 0 | -3 | -11 | 7 | -1
CCOC(=O)Cn1c(=O)c2ccccc2c2ccccc21
  18 | -22 | 4 | 6 | 15 | 3
Nc1ccc(I)c([N+](=O)[O-])c1
  -5 | 8 | 4 | 5 | 35 | 4
CCCOC(=O)c1ccc([N+](=O)[O-])cc1
  4 | -23 | 16 | -17 | 9 | 14
O=C(N/N=C/c1cccc(F)c1)c1ccncc1
  1 | 8 | 8 | 0 | -24 | -2
C/C=C(/C)N(C(C)=O)N(C(C)=O)c1ccc([N+](=O)[O-])cc1[N+](=O)[O-]
  -18 | -3 | 6 | . | . | .
CC1C(NNc2ccccc2)Oc2cc3c(cc2C1c1ccccc1O)OCO3 (centres undefined)
  88* | 92* | 87* | 92* | 91* | 90*
Cc1ccc(S(=O)(=O)OC2C(O)C(O)OC2C(c2cc(O)c3c(c2O)C(=O)c2ccccc2C3=O)c2cc(O)c3c(c2O)C(=O)c2ccccc2C3=O)cc1 (centres undefined)
  0 | 6 | 0 | 13 | 25 | 6
CCCCC(CC)COCCC(=O)O (centres undefined)
  -9 | -19 | -10 | -20 | -56 | -4
COc1ccc(/C=N/N=C/c2ccc(OC)cc2)cc1
  1 | 18 | 22 | -20 | -35 | -14

New compounds follow:
Results follow in this order: yeast mec2-1 | yeast mlh1 rad18 | yeast rad50 | yeast bub3 | yeast cln2 rad14 | sgs1 mgt1
CCNc1ccc2ccccc2c1N=Nc1ccc(N=Nc2ccccc2)cc1
  -30 | -9 | -12 | -13 | 10 | 12
O=C(O)c1cccc(S(=O)(=O)NN2C(=O)CSC2c2ccc(Cl)cc2Cl)c1 (centres undefined)
  7 | 50 | 6 | 6 | 12 | 22
O=C(O)c1cc(Cl)ccc1-c1ccc(Cl)cc1C(=O)Nc1ccc2c(c1)Cc1cc(Cl)cc(Cl)c1-2
  97* | 97* | 96* | 96* | 97* | 98*
CCOC(=O)/C(C#N)=C(O)\C(=C\c1ccc(Cl)cc1)NC(=O)c1ccc(NC(C)=O)cc1
  0 | 6 | 9 | -8 | 9 | -17
CN(C)C(=S)/N=c1\ss/c(=N\C(=S)N(C)C)n1-c1ccc(Cl)cc1
  92* | 96* | 94* | 90* | 72* | 96*
O=C(O)c1cc(O)c2ccoc2c1
  -21 | -8 | -25 | -26 | -4 | -17
Cc1ncc(C(=O)O)c(N)n1
  2 | 4 | -18 | -11 | -8 | -7
CC1(C)COC2(OC1)C1=NS(=O)(=O)CC13CCC2C3(C)C (centres undefined)
  -12 | -25 | -16 | -18 | -2 | -20
CCCCCCCCc1cc(CN(C)C)c(O)c(C(C)(C)CC(C)(C)C)c1
  2 | 8 | -14 | 16 | 17 | 27
CN(C)c1ccc(/C=N\O)c2c1CCC2
  -11 | 4 | 6 | -14 | -22 | -4
COC1CC(NC(C)=O)C(OC(=O)c2ccccc2)C(CN=[N+]=[N-])O1 (centres undefined)
  28 | 7 | 5 | 34 | 9 | -2
OC(c1ccccc1)(c1ccccc1)c1nccc2ccccc12
  75* | 51 | 68 | 61 | 55 | 71*

Assay outcomes as filed in PubChem BioAssay.
